# Bioassay records (PubChem BioAssay)
# Luciferase inh – Photinus pyralis luciferase inhibition | Potency, µM (titrated, usually from 115 µM), for the others: at the highest dose activity change, negative = inhibition, actives largely listed as inhibitors | 76,000 tested, 2.5% active | purified P. pyralis luciferase, luminescence, biochemical | P08659 | AID 1347043; further: potency means the concentration at half of the fitted maximal effect; nearly all actives have a fitted effect of over 65% in size
# Target sequence (P08659 whole entry, looked up): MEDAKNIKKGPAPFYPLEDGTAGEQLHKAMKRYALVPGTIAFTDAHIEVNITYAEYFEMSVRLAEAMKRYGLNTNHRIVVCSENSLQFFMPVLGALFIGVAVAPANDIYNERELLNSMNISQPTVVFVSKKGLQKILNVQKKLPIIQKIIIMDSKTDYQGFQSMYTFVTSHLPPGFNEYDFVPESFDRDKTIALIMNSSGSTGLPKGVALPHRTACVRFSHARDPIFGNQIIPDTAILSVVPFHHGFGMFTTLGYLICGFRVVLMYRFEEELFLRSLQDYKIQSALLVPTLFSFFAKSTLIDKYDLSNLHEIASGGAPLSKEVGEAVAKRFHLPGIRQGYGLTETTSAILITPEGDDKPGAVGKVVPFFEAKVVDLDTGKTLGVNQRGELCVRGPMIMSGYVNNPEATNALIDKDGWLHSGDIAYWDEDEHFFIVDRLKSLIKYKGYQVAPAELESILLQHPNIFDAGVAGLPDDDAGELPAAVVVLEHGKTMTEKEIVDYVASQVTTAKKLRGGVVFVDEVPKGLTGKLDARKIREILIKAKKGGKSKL
#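 FLuc 10nM, D-luciferin 10uM, ATP 10uM, Mg acetate 10mM, Tris acetate pH 7.5, Tween/BSA; cpd qHTS; enzyme added last; CCD luminescence.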
# IP6K1 inh – inhibitors of human IP6K1. activity change, % (series mostly up to about 58 µM). AID 1645851. Q92551. IP6K1 kinase, ADP-Glo luminescence, 2 h; stronger effect = lower value. 140,000 tested, 0.81% active; in the data active means activity change below about -25%
#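 ADP-Glo luminescence measures ADP made by human IP6K1 during a 2 h RT reaction with ATP/IP6 (mix at 1.3 mM/130 uM); top library doses 57.5 and 19.1 uM final.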
# HEK293 viab – counter-screen for SNCA expression inhibitors: cell viability; 150,000 tested, 0.12% active; Potency, µM (series often up to 57.1 µM), for inactives: at the highest dose activity change, negative = cytotoxicity, most hits filed as cytotoxic; AID 1671193; HEK-293-SNCA-luc viability, GF-AFC fluorescence, 24 h;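 further: potency means the concentration at half of the fitted maximal effect; 0% = DMSO-treated cells and -100% = medium-only wells without cells; nearly all actives have a fitted effect of over 30% in size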
#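 Cytotoxicity counterscreen: after 24 h compound treatment of genome-edited SNCA-luciferase HEK-293 cells, live-cell protease substrate GF-AFC read by fluorescence after 30 min; activity scaled between DMSO (0%) and medium-only (-100%), curves Hill-fitted.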
# HEK cytotox – kills HEK 293 cells; HEK 293 viability, ATP luminescence (CellTiter-Glo), 48-72 h; Potency, µM (highest dose often 115 µM), inactives show top-dose activity change, negative = cytotoxicity, hits mostly inhibitors; 94,000 tested, 6.6% active; AID 1345083; further: potency means the concentration at half of the fitted maximal effect; nearly all actives have a fitted effect of over 60% in size
#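 HEK 293 cells seeded at 250 cells/well were exposed to compound for 48 or 72 hr at 37 degree Celsius. Viability taken as ATP content by CellTiter-Glo luminescence.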
# GPT2 inh – inhibitors of human GPT2 alanine aminotransferase | Q8TD30 | Recombinant GPT2, coupled pyruvate oxidase/HRP Amplex Red fluorescence | Potency, µM (top dose mostly 57.7 µM), without a hit: at the highest dose activity change, negative = inhibition, hits mostly inhibitors | 100,000 tested, 0.25% active | AID 1671188; further: potency means the concentration at half of the fitted maximal effect; nearly all actives have a fitted effect of over 60% in size; many of its hits are not listed in these tables
# Target sequence (Q8TD30 whole entry, looked up): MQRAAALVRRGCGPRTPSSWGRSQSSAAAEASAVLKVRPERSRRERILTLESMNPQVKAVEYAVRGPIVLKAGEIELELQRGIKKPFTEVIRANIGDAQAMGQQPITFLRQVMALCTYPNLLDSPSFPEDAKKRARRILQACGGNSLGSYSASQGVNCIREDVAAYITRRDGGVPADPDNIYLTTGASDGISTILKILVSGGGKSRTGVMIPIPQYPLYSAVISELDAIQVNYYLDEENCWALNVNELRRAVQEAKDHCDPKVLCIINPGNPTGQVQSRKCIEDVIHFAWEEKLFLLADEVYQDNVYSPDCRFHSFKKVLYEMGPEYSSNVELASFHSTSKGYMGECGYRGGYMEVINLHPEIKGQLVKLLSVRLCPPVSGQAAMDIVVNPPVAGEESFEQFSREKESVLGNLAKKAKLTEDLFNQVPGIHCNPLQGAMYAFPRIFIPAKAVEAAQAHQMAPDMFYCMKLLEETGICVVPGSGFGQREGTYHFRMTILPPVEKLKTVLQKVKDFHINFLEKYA
#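 Inhibition is scored from Amplex Red fluorescence generated when pyruvate oxidase and HRP act on pyruvate released by GPT2. Reactions contain 10ng/uL enzyme, 250uM a-KG and 2mM L-alanine and run 30 min at room temperature.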
# 3T3 cytotox – cytotoxic compounds in NIH 3T3 cells | NIH 3T3 viability, CellTiter-Glo ATP luminescence, 48-72 h | Potency, µM (titrated, usually from 96.7 µM), inactives show at the top dose activity change, negative = cytotoxicity, most hits filed as inhibitors | 94,000 tested, 4.3% active; further: potency means the concentration at half of the fitted maximal effect; nearly all actives have a fitted effect of over 55% in size
#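 Cytotoxicity is measured as loss of cellular ATP: NIH 3T3 cells (400/well) are exposed to compound for 48 or 72 hr at 37 °C, then CellTiter-Glo luminescence is imaged after 10 min at room temperature.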
# SNCA expr inh – inhibitors of alpha-synuclein (SNCA) gene expression | HEK-293 SNCA-luciferase knock-in, luminescence, 24 h | Potency, µM (highest dose often 57.2 µM), without a hit: at the top dose activity change, negative = inhibition, hits mostly inhibitors | 140,000 tested, 0.17% active | AID 1671194;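 further: potency means the concentration at half of the fitted maximal effect; plate controls were DMSO cells for no effect and cell-free wells for full effect; nearly all actives have a fitted effect of over 45% in size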
# Starred values were filed as active, the others as inactive; i = inactive; ? = inconclusive; · = no result given; & = joins results of further samples; [ ] = remark or other dose. Unless noted, the call rests on the fitted dose curve; in most records, active means well fitted curve in the direction sought with a large enough effect; inconclusive means small, poorly fitted or top-dose-only effect, or another doubt; inactive means no such curve, though single readings can be large; an effect the other way counts as inactive or inconclusive. Unless noted, on the % scale 0 is the no-effect control and ±100 the full control effect.
SMILES,Luciferase inh,IP6K1 inh,HEK293 viab,HEK cytotox,GPT2 inh,3T3 cytotox,SNCA expr inh
CN1C(=O)c2ccccc2Sc2ccc(NC(=O)COc3ccccc3)cc21,·,27,-15%,·,·,·,3%
O=C1CCC(CCC(=O)N2CCC(c3ccc(F)cc3)C2)(Cc2ccc3ccccc3c2)N1 (stereo unspecified),-1%,13,7%,-5%,i,-14%,35%[activator]
CN(C)[C@@H]1CO[C@H](CNC(=O)c2ccncc2)[C@H]1O,-1%[230 µM],-2,-1%[87.6 µM],i,-3%[88.5 µM],i,5%[87.6 µM]
CN1C(=O)CCC2(CNC(=O)C3CC3)CCCC=C12 (stereo unspecified),5%,-17,-5%,-3%,3%,-4%,8%
Cc1ccc(CN[C@@H]2CO[C@H](CNC(=O)NC(C)C)[C@H]2O)cc1,0%[172 µM],14,6%[87.6 µM],-10%[172 µM],4%[88.5 µM],-16%[138 µM],-13%[87.6 µM]
O=C(C[C@@H]1CCNC[C@@H]1Cc1cc(-c2ccc(F)cc2)on1)Nc1nccs1,2%[172 µM],-2,-8%[87.6 µM],100µM*,-13%[88.5 µM],100µM*,-29%[87.6 µM]
CCOC(=O)C1CCCN(C(=O)C2CC(c3ccc(F)c(C)c3)CN(C(=O)NC(C)C)C2)C1 (stereo unspecified),-8%,4,-2%,?,i,-27%,-13%
Cc1ccc2cccc(NC(=O)c3cccc4ccccc34)c2n1,·,-6,-11%,·,·,·,-23%
Cc1ccc(-n2nc(C(=O)N3CCN(c4ccccc4F)CC3)c3c4ccccc4n(C)c3c2=O)cc1,·,18,3%,·,·,·,23%
NC(=O)C1CCN([C@H]2[C@@H]3OC[C@@H](O3)[C@@H](NCc3ccccc3)[C@@H]2O)CC1,1%[172 µM],9,4%[87.6 µM],-22%[172 µM],2%[88.5 µM],-26%[174 µM],4%[87.6 µM]
CCCNS(=O)(=O)c1cc(-c2nn3c(C)nnc3c3ccccc23)ccc1C,·,-6,?,·,·,·,42%[activator]
O=C1OC2(CCN(C(=O)c3ccco3)CC2)CN1CCOc1ccccc1,-6%,11,3%,-12%,?,-14%,0%
Cc1cccc(OCC(=O)Nc2cccc(OCc3cc(=O)n4cccc(C)c4n3)c2)c1,·,-20,7%,·,·,·,-9%
Cc1cc(C)cc(N2C(=O)CS(=O)(=O)C23C(=O)N(Cc2ccccc2)c2ccccc23)c1 (stereo unspecified),·,4,1%,·,·,·,-16%
CC(C)c1ccccc1NC(=O)Cn1ccn2nc3c(c2c1=O)CCCCC3,-25%,36,1%,40µM*,4%,?,-6%
C=CCOc1c(OC)ccc2c1CN(CC1CC1)C(=O)CCN2CC(O)COC(C)(C)C (stereo unspecified),·,5,·,?,·,-33%,·
CC(C)c1noc(CC2CCN(C(=O)c3ccccn3)CC2)n1,-5%,0,3%,?,i,i,-16%
COCCCn1c(=O)c(C(=O)N2CCN(C(=O)Cc3ccccn3)CC2)nc2cccnc21,·,2,5%,i,i,-3%,12%
COc1cc(C(=O)Nc2nc3c(s2)C[C@]2(C)CC[C@@H]4[C@H](OC(=O)[C@H]4C)[C@H]2[C@@H]3C)cc(OC)c1OC,-12%,-5,-4%,-45%,-21%,-22%,20%
CC(C)NCC(O)COc1ccc(CCOCC2CC2)cc1 (stereo unspecified),·,2,-3%,·,0%&5%,·,23%
CC1=C[C@@H](CN2CCOCC2)[C@H](C(C)C)C[C@H]1Cc1nnc(-c2ccc([N+](=O)[O-])cc2)o1,6%,15,?,40µM*,-9%,35µM*,?
COC[C@]1(O)CCN(C(=O)CN2CCCCCC2=O)CC1(C)C,0%,0,-1%,-1%,i,4%,0%
Cc1ccc(C2NC(=O)N(CC(=O)NCCc3ccc(Cl)cc3)C3=C2C(=O)OC3)cc1 (stereo unspecified),-1%,-1,0%,?,-8%,?,?
CC(C)C[C@@H]1N[C@H](C(=O)NCc2cccs2)Cc2c[nH]c3cccc1c23,-1%[172 µM],4,-12%[87.6 µM],40µM*,?,40µM*,-23%[87.6 µM]
CCCCS(=O)(=O)N1CCN(C2CCN(CCOC)C2=O)CC1 (stereo unspecified),-3%,11,3%,3%,i,-1%,7%

# Additional records follow:
SMILES,Luciferase inh,IP6K1 inh,HEK293 viab,HEK cytotox,GPT2 inh,3T3 cytotox,SNCA expr inh
COc1ccc(OCc2nc(C)c(CCO)c(=O)n2CC(=O)Nc2cccc(F)c2)cc1,4%,-16,9%,1%,-1%,i,1%
CC(C)(C)C(=O)NCCNC(=O)c1cccc(-c2ccsc2)c1,·,-4,11%[12.5 µM],?,5%[88.5 µM],?,35%[activator][87.6 µM]
COc1ccc(CCC(=O)N2CCCC(Cc3noc(-c4ccccc4)n3)C2)cc1 (stereo unspecified),-15%,0,-13%,?,i,?,10%
O=C(Cn1ncc2c(=O)oc3ccccc3c21)NCc1ccccc1Cl,·,16,3%,·,·,·,64%[activator]
O=C1NC2(CCN(C(=O)c3ccc(Cl)cc3)C2)Oc2ccccc21 (stereo unspecified),·,1,-2%,-41%,-5%,?,39%[activator]
Cc1cccc(CCNC(=O)c2cc3c(s2)-c2c(C)cccc2OC3)c1,·,-1,0%,·,·,·,-16%
Cc1cc(C)cc(OCC(=O)NCC2(N3CCOCC3)CCCCC2)c1,·,14,8%,·,·,·,1%
CC(=O)NC1CCN(C(=O)Cc2c(C)[nH]c3c(C)ccc(C)c23)C1 (stereo unspecified),9%,10,-2%,?,-13%,-19%,7%
CC(C)Cn1c(=O)c(C(=O)N2CCCCC2)nc2cccnc21,·,5,-5%[87.6 µM],3%[172 µM],i,-18%[138 µM],4%[87.6 µM]
CCOCC(=O)N1CCC(Nc2cccn3ncnc23)CC1,-8%,7,5%,3%,?,-9%,-2%
COc1ccc([C@H]2C[C@@H](O)[C@@H](O)[C@@H]2NC(=O)Nc2ccc(C(F)(F)F)cc2)cc1,2%[172 µM],-1,?,?,0%[88.5 µM],25µM*,?
CC(C)c1ccc(-c2nc(C3CC(=O)N(c4ccc(F)cc4)C3)no2)cc1 (stereo unspecified),4%,7,-1%,35µM*,i,-20%,2%
COc1ccc(-c2noc([C@@H]3C[C@H](NC(=O)NC(C)C)CN3C)n2)cc1,1%[172 µM],12,-4%[87.6 µM],-1%[172 µM],i,?,21%[87.6 µM]
O=C(NCCc1ccccc1)c1c[nH]c2ncccc12,20µM*,0,8%[87.6 µM],-3%[172 µM],i,i,58%[activator][87.6 µM]
Cc1cnc(-c2ccccc2)n1C1CCCN(C(=O)Nc2ccccc2F)C1 (stereo unspecified),-3%,15,2%,-14%,-15%,?,12%
Cc1ccccc1S(=O)(=O)N1CCCC(CCC(=O)O)C1 (stereo unspecified),-2%,3,4%,-16%,-1%,-8%,-4%
O=C(c1ccc(C(F)(F)F)cc1)N1CCC2(CC1)COc1ccccc1NC2=O,2%,8,-2%,79µM*,-9%,?,8%
COc1ccc(C(CC(=O)Nc2ccc(C)c(C)c2)N2Cc3ccccc3C2=O)cc1OC (stereo unspecified),·,3,-16%,·,·,·,24%
COC(=O)c1c(NC(=O)Cc2coc3cc(C)ccc23)sc2c1CCCC2,·,-22,4%,·,·,·,-2%
CN(C)C(=O)COC(=O)c1cc(-c2ccc(C3CCNCC3)cc2)c2ccc(-c3ccc(C(F)(F)F)cc3)cc2c1,·,2,30µM*,·,i,·,·
CC/C(C)=C/C(=O)OC1C(OC2(C)CCC3C(C4C(C)CCC42)C3(C)C)OC(C)C(O)C1O (stereo unspecified),·,-15,-11%[23.9 µM],·,?,·,·
CCN1c2cc(C(=O)Nc3ccccc3)ccc2C(=O)N2CCCC21 (stereo unspecified),-13%,38,7%[12.5 µM],?,i,?,74%[activator]
COc1ccc(CCNC(=O)C2CCCCN2Cc2ccc(-c3cccs3)cc2)cc1 (stereo unspecified),·,-3,14%,?,2%,?,-10%
CC(C)N1CC2CN(C(=O)c3ccccc3)CC(C1)O2,-5%,-6,8%,7%,2%,i,0%
C[C@H]1NCc2cc(-c3ccc4c(=O)c(C(=O)O)cn(C5CC5)c4c3OC(F)F)ccc21,·,-3,?,·,2%[27.3 µM],·,56%[17 µM]

# Whole records, looked up by structure:
# CC(C)Cn1c(=O)c(C(=O)N2CCCCC2)nc2cccnc21 across the screens: Luciferase inh: ·; IP6K1 inh: 5; HEK293 viab: -5%[87.6 µM]; HEK cytotox: 3%[172 µM]; GPT2 inh: i; 3T3 cytotox: -18%[138 µM]; SNCA expr inh: 4%[87.6 µM]
# COc1ccc([C@H]2C[C@@H](O)[C@@H](O)[C@@H]2NC(=O)Nc2ccc(C(F)(F)F)cc2)cc1 across the screens: Luciferase inh: 2%[172 µM]; IP6K1 inh: -1; HEK293 viab: ?; HEK cytotox: ?; GPT2 inh: 0%[88.5 µM]; 3T3 cytotox: 25µM*; SNCA expr inh: ?

# (next part)
SMILES,Luciferase inh,IP6K1 inh,HEK293 viab,HEK cytotox,GPT2 inh,3T3 cytotox,SNCA expr inh
CC(C)(C)OCC1CN(Cc2ccccc2)[S+](=O)([O-])c2cnccc2O1 (stereo unspecified),·,20,-6%[23.9 µM],?,?,-29%[46.1 µM],-22%[25.6 µM]
Fc1cc(Nc2cnc3ccc(-c4ccccc4)nn23)cc(N2CCOCC2)c1,13µM*,5,-22%[87.6 µM],45µM*,-20%[88.5 µM],32µM*,2%[87.6 µM]
CNCc1ccc(C)c(NC(=O)c2ccc(Nc3nc(-c4ccccc4)c4ccccc4n3)cc2)c1,·,18,?,·,4%,·,·
CC(C)(C)c1coc([C@@H]2COCCN2Cc2ccc(C(=O)O)cc2)n1,-4%[172 µM],17,3%[87.6 µM],-2%[172 µM],5%[88.5 µM],0%[174 µM],17%[87.6 µM]
O=c1n(-c2ccc(C(F)(F)F)cc2)nc2n1CCN([S+](=O)([O-])c1cccc(C(F)(F)F)c1)C2,-3%,3&-6,4%&1%,-8%,i,-9%&-6%,-25%&2%
c1ccc(C2=NOC3(CCN(Cc4c[nH]c5ccccc45)CC3)C2)cc1,·,11,-7%,45µM*,i,?,-18%
CCCCn1nc(NC(=O)c2cccc(Cl)c2)c2cc3ccc(C)cc3nc21,·,10,1%,·,·,·,-15%
CC(=O)N1CC[C@H](c2nnc(Cc3c[nH]c4ccccc34)o2)C1,-2%[172 µM],-12,-1%[87.6 µM],-29%[172 µM],2%[88.5 µM],3%[174 µM],14%[87.6 µM]
O=C(O)CCn1ncc2cc(OCC3CCN(c4ncc(F)cn4)CC3)ccc21,?,-9,7%[87.6 µM],-10%[172 µM],i,?,?
COc1cccc(C2Cn3nnc(-c4nc(-c5ccccc5)no4)c3CO2)c1 (stereo unspecified),-8%,-16,-3%,-19%,3%,-27%,15%
Cc1cn2nc(C(=O)NCc3cccc(Cl)c3)cc2c(N(C)Cc2ccccc2)n1,-8%,-6,-4%,?,i,?,2%
CC(C)(O)C1CC=C(C(=O)OC[C@H]2O[C@@H](OC(=O)C3=CCC(C(C)(C)O)CC3)[C@H](O)[C@@H](O)[C@@H]2O)CC1 (stereo partly specified),·,6,-5%[23.9 µM],·,?,·,·

# Only part of the results is shown, so the mix of outcomes need not match the whole.
